ER stress death = protection against thapsigargin ER stress killing – CSM14.1 cells, ATP luminescence, primary screen; CSM14.1 thapsigargin ER stress survival; relative survival (cellular ATP), % at 15 µg/mL (by protocol); 48,000 tested, 0.33% active;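 active = survival measured by cellular ATP above 50% at 15 µg/ml in the first screen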;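 note: cell death triggered by about 15 µM thapsigargin; ATP read 24 h after thapsigargin was added; plate controls were thapsigargin with DMSO for no effect and DMSO without thapsigargin for full effect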
The depositor's hits bear a star. Some of the compounds tested. The share of hits here may be higher or lower than overall.

What do the screens show for `COc1ccccc1NC(=O)C1=C(C)NC(=O)NC1c1cccs1` (stereo unspecified)?
ER stress death: 7.0

Results for Cc1ccc(C23CC4CC(CC(C(=O)NC(C)C(=O)NC(C)(C)C)(C4)C2)C3)cc1 (stereo unspecified) ?
ER stress death: 5.5

Results for COc1ccc(-n2nnnc2C(=Cc2ccc(N(C)C)cc2)c2nnnn2-c2ccc(OC)cc2)cc1 ?
ER stress death: 4.3

How did CC1CCCC(C)N1C(=O)c1nn2c(c1Cl)NC(c1cccs1)CC2C(F)(F)F (stereo unspecified) do in these assays?
ER stress death: 2.3

How did O=C(Nc1ccc(Br)cc1)c1ccccc1[N+](=O)[O-] do in these assays?
ER stress death: 8.8

How did CCOC(=O)c1cnn(Cc2cccc(Cl)c2)c1C do in these assays?
ER stress death: 9.2

Results for O=C(c1cccs1)N1CCCCCC1 ?
ER stress death: 1.7

How did CC(C)c1ccc(/C=C2\SC(=S)NC2=O)cc1 do in these assays?
ER stress death: -1.1

How did CC(C)(C)c1ccc(C(=O)NNC(=O)c2ccncc2)cc1 do in these assays?
ER stress death: 4.4

How did CCOc1ccc(S(=O)(=O)n2cnc(C)c2)c2ccccc12 do in these assays?
ER stress death: 5.7

How did O=C(CC(c1ccccc1)c1ccccc1)N1CCN(c2ccccc2)CC1 do in these assays?
ER stress death: 5.2

How did Cc1cc(/C=N/NC(=O)Cc2cccc(C(F)(F)F)c2)c(C)n1-c1cccc(C(=O)O)c1 do in these assays?
ER stress death: 9.8

Results for Cc1nnc(C)n1/N=C/c1ccccc1O ?
ER stress death: 9.0

What do the screens show for `CS(=O)(=O)N(CC(=O)Nc1ccccc1Br)c1ccc(Cl)cc1`?
ER stress death: 2.7

What do the screens show for `O=C(N/N=C/c1ccc(OC(=O)c2ccc([N+](=O)[O-])cc2)cc1)c1cccnc1`?
ER stress death: 7.8

Results for COc1cccc(/C=C2\SC(=O)N(CCC(=O)NNC(=O)c3cccc(Cl)c3)C2=O)c1 ?
ER stress death: 12.9

Results for COc1ccc(OC)c(/C=N/NC(=O)c2c[nH]c3ccccc23)c1 ?
ER stress death: 3.6

Results for Oc1ccc(/C=N/Nc2nncc(-c3ccccc3)n2)cc1 ?
ER stress death: 10.1

Results for O=C1NC(=Nc2ccc(F)cc2)SC1Cc1cccc(Cl)c1 (stereo unspecified) ?
ER stress death: -2.3

Results for COc1ccc(S(=O)(=O)N2CCN(C3CCCCCC3)CC2)cc1 ?
ER stress death: -1.4

In the list so far, these have a nitro group on carbon.
How did O=C(Nc1ccc(Br)cc1)c1ccccc1[N+](=O)[O-] do in these assays?
ER stress death: 8.8

What do the screens show for `O=C(N/N=C/c1ccc(OC(=O)c2ccc([N+](=O)[O-])cc2)cc1)c1cccnc1`?
ER stress death: 7.8

(further entries)
How did CC(=O)NC1=NC(=O)/C(=C\c2ccc(Br)o2)S1 do in these assays?
ER stress death: 1.2

What do the screens show for `CCCn1c(C(O)c2cccc(OC)c2)nc2ccccc21` (stereo unspecified)?
ER stress death: -8.2

What do the screens show for `O=C(O)c1c[nH]c2c(ccc3ccccc32)c1=O`?
ER stress death: 5.6

How did Cc1ccc(-c2nc3ccccc3o2)cc1NC(=O)C(Cl)(Cl)Cl do in these assays?
ER stress death: 4.0

What do the screens show for `O=C(N=Nc1c(O)[nH]c2ccc(Br)cc12)c1ccc([N+](=O)[O-])cc1`?
ER stress death: 2.2

How did COc1ccc(S(=O)(=O)N2CCN(C(=O)COc3ccc(Cl)cc3)CC2)cc1 do in these assays?
ER stress death: 2.7

Results for COc1ccc(CCNC(=S)NC(=O)c2ccccc2)cc1OC ?
ER stress death: 3.2

How did COCCNC(=O)C(=O)Nc1cc(Cl)ccc1C do in these assays?
ER stress death: 8.3

How did Cc1ccc(C(=O)O/N=C(\N)Cc2cccc3ccccc23)cc1[N+](=O)[O-] do in these assays?
ER stress death: -6.4

How did COc1ccc(OC)c(NC(=O)C(=O)NCc2ccc(C)cc2)c1 do in these assays?
ER stress death: 9.3

What do the screens show for `Cc1ccc(C(C)C)c(OCCOc2cccc(/C=C3/SC(=S)N(C)C3=O)c2)c1`?
ER stress death: 4.6

Results for CC1=C(C(=O)OCCc2ccccc2)C(c2cccc([N+](=O)[O-])c2)NC(=O)N1C (stereo unspecified) ?
ER stress death: -4.2

How did O=C(/C=C/c1ccco1)Nc1ccc(-c2nc3ccccc3s2)c(O)c1 do in these assays?
ER stress death: -2.8

What do the screens show for `O=C(O)c1cc(Br)ccc1NC(=O)C(c1ccccc1)c1ccccc1`?
ER stress death: 0.3

Results for COc1ccccc1/C=C1/SC(=S)N(CCC(=O)Nc2ccccc2)C1=O ?
ER stress death: 4.1

What do the screens show for `N#CC1=C(S)NC(=O)C(C#N)C12CCCCC2` (stereo unspecified)?
ER stress death: -7.3

Results for O=C(N/N=C/c1ccc([N+](=O)[O-])cc1)c1cc(C2CC2)[nH]n1 ?
ER stress death: 10.1

What do the screens show for `Cc1cc(OCCOCCN2CCC(C)CC2)ccc1Cl`?
ER stress death: -3.3

Results for O=C(Nc1ccc(Cl)cc1Cl)c1nn2c(c1Br)NC(c1ccccc1)CC2C(F)(F)F (stereo unspecified) ?
ER stress death: 2.5

Results for Cc1ccc(S(=O)(=O)Nc2cccc([N+](=O)[O-])c2)cc1 ?
ER stress death: -2.9

Three compounds already listed, ordered by molecular weight, lowest first.
Results for Oc1ccc(/C=N/Nc2nncc(-c3ccccc3)n2)cc1 ?
ER stress death: 10.1

How did CC(=O)NC1=NC(=O)/C(=C\c2ccc(Br)o2)S1 do in these assays?
ER stress death: 1.2

How did Cc1cc(/C=N/NC(=O)Cc2cccc(C(F)(F)F)c2)c(C)n1-c1cccc(C(=O)O)c1 do in these assays?
ER stress death: 9.8

In the list so far, three contain a COOH group.
How did Cc1cc(/C=N/NC(=O)Cc2cccc(C(F)(F)F)c2)c(C)n1-c1cccc(C(=O)O)c1 do in these assays?
ER stress death: 9.8

What do the screens show for `O=C(O)c1c[nH]c2c(ccc3ccccc32)c1=O`?
ER stress death: 5.6

What do the screens show for `O=C(O)c1cc(Br)ccc1NC(=O)C(c1ccccc1)c1ccccc1`?
ER stress death: 0.3

Remaining list, next part.
What do the screens show for `CC(=O)N1CCN(c2ccc(NC(=O)COc3ccccc3C)cc2)CC1`?
ER stress death: 0.1

Results for Cc1ccc(OCC(=O)Nc2ccc(F)c([N+](=O)[O-])c2)c(C)c1 ?
ER stress death: -1.3

Results for Cc1ccc(-c2csc(/C(C#N)=C/c3ccsc3)n2)cc1 ?
ER stress death: -3.8

How did Cc1cc(=O)oc2cc3c(cc12)OCCO3 do in these assays?
ER stress death: 0.2

Results for CN(C)CCCCCCNC(=O)/C=N\O ?
ER stress death: 6.7

Results for COc1ccc(OCC(=O)NCCSCc2ccc(Cl)cc2)cc1 ?
ER stress death: 0.2

What do the screens show for `O=C1CC(C23CC4CC(CC(C4)C2)C3)=NN1c1ccccc1`?
ER stress death: -2.9

How did O=C(OCc1ccc2c(c1)OCO2)c1ccc(S(=O)(=O)N2CCCCC2)cc1 do in these assays?
ER stress death: 8.9

How did CC(C)n1c(C(O)c2ccc(OCc3ccccc3)cc2)nc2ccccc21 (stereo unspecified) do in these assays?
ER stress death: 0.0

Results for CC(=O)C1=C(O)CCC1=Nc1ccccc1 ?
ER stress death: 0.4

Results for CCOc1cc(/C=N/NC(=O)c2ccncc2)ccc1OC(=O)c1ccco1 ?
ER stress death: 6.1

What do the screens show for `CCc1ccccc1N(CC(=O)Nc1cccc(OC)c1)S(C)(=O)=O`?
ER stress death: 4.6

How did COc1ccc(/C(O)=C2/C(=O)C(=O)N(CCCCCC(=O)O)C2c2ccc([N+](=O)[O-])cc2)cc1 (stereo unspecified) do in these assays?
ER stress death: 8.5

How did Cc1ccc(-c2[nH]n3c(=O)c4c(nc3c2C)CCC4)cc1 do in these assays?
ER stress death: 17.1

What do the screens show for `Cc1cc2nc(-c3cc(NC(=O)/C=C/c4ccccc4)ccc3O)oc2cc1C`?
ER stress death: 7.9

How did COc1ccc(N(CC(=O)Nc2cc(C)ccc2C)S(C)(=O)=O)c(OC)c1 do in these assays?
ER stress death: 7.2

How did CC(=O)C12c3ccccc3C(c3ccccc31)C1C(=O)NC(=O)C12 (stereo unspecified) do in these assays?
ER stress death: 0.6

What do the screens show for `CCOC(=O)c1c(CN2CCCCC2)n(C)c2cc(Br)c(O)cc12`?
ER stress death: -3.0

What do the screens show for `COc1cc(NC(=O)c2ccccc2Cl)cc(OC)c1`?
ER stress death: -6.8

How did Cc1ccc(C(=O)N2CCN(c3ccc(F)cc3)CC2)cc1C do in these assays?
ER stress death: 7.6

What do the screens show for `Cc1c(NS(=O)(=O)c2cc(Cl)ccc2Cl)cccc1[N+](=O)[O-]`?
ER stress death: 6.5

How did Nc1nonc1C(=O)N/N=C/c1cccc(O)c1 do in these assays?
ER stress death: 3.6

Results for O=C(N/N=C1\CC2CCC1C2)c1ccc(Cl)cc1Cl (stereo unspecified) ?
ER stress death: 3.0

How did COc1ccc(C(=O)N2CCN(C(=O)c3cccc(F)c3)CC2)cc1OC do in these assays?
ER stress death: -1.9

How did CCOc1cc(/C=C2\SC(=S)N(NC(=O)c3ccc([N+](=O)[O-])cc3)C2=O)ccc1O do in these assays?
ER stress death: 5.2

Results for COc1ccc(S(=O)(=O)Nc2cccnc2)cc1 ?
ER stress death: 4.5

How did O=c1c2ccccc2nc(/C=C/c2ccc3c(c2)OCO3)n1-c1ccc2ccccc2c1 do in these assays?
ER stress death: 27.1

What do the screens show for `O=c1oc(-c2ccccc2)nc2c1cnn2-c1ccccc1`?
ER stress death: 4.6

Results for Cc1cccc(CN2CCN(S(C)(=O)=O)CC2)c1 ?
ER stress death: 5.4

Results for CCOC(=O)c1c(NS(=O)(=O)c2ccc(OC)c(OC)c2)sc2c1CCCC2 ?
ER stress death: 12.2

How did O=C(COc1ccccc1[N+](=O)[O-])Nc1cccc(NC(=O)c2ccc(Cl)cc2Cl)c1 do in these assays?
ER stress death: 0.2

What do the screens show for `CC(C)c1ccc(C2/C(=C(\O)c3ccc(F)cc3)C(=O)C(=O)N2c2nccs2)cc1` (stereo unspecified)?
ER stress death: 0.1

What do the screens show for `CCOC(=O)C(CCOc1c(C)cc(Cl)cc1C)C(=O)OCC`?
ER stress death: 1.0

How did CC(=O)c1ccc(NC(=O)c2ccc(OCC(C)C)cc2)cc1 do in these assays?
ER stress death: 3.6

How did CCOCCOC(=O)C1=C(C)N(C)C(=O)NC1c1ccccc1Cl (stereo unspecified) do in these assays?
ER stress death: 4.8

How did S=c1[nH]nc(NNc2ccccc2)n1Nc1ccccc1 do in these assays?
ER stress death: 3.3

What do the screens show for `O=C(Nc1ccccc1Br)c1cc(-c2cccs2)nc2ccccc12`?
ER stress death: 20.9

Results for COc1ccc(Cc2noc(-c3ccccc3Cl)n2)cc1 ?
ER stress death: -0.4

What do the screens show for `COc1ccc(-c2csc(/C(C#N)=C\c3c[nH]c4ccccc34)n2)cc1`?
ER stress death: -3.0

What do the screens show for `COc1ccc(/C=C2\C(=O)NC(=S)N(c3ccc(Br)cc3C)C2=O)c(C)c1`?
ER stress death: 5.7

Reprinted from the part before: 2 entries; new compounds follow.
What do the screens show for `COc1ccc(-c2csc(/C(C#N)=C\c3c[nH]c4ccccc34)n2)cc1`?
ER stress death: -3.0

What do the screens show for `COc1ccc(/C=C2\C(=O)NC(=S)N(c3ccc(Br)cc3C)C2=O)c(C)c1`?
ER stress death: 5.7

How did COc1ccc(S(=O)(=O)n2cccc2)cc1 do in these assays?
ER stress death: 2.5

How did O=[N+]([O-])c1ccc(N2CCN(S(=O)(=O)c3ccc4ccccc4c3)CC2)cc1N1CCCC1 do in these assays?
ER stress death: -2.6

How did O=C1NN(c2ccc(Br)cc2)C(=O)/C1=C\c1ccccc1 do in these assays?
ER stress death: -0.5

What do the screens show for `O=C(Nc1ccc(-c2ccccc2)cc1)c1cccnc1`?
ER stress death: 6.0

How did CN1CCN(S(=O)(=O)c2ccc3ccccc3c2)CC1 do in these assays?
ER stress death: 1.2

How did COc1cccc(CN2CCN(S(=O)(=O)c3ccc(Cl)cc3)CC2)c1OC do in these assays?
ER stress death: 6.7

How did COc1cccc(OCc2cc(C3Nc4ccccc4C(=O)N3Cc3ccco3)ccc2OC)c1 (stereo unspecified) do in these assays?
ER stress death: 17.4

How did CC(NC(=O)C(=O)NCC1CCNCC1)c1ccccc1 (stereo unspecified) do in these assays?
ER stress death: 0.7

How did CC(C)(C)c1cc(C2Nc3cccc4cccc(c34)N2)cc(C(C)(C)C)c1O do in these assays?
ER stress death: -2.4

How did C=CCN1C(=O)/C(=C\c2ccccc2OCc2ccc(Cl)cc2)SC1=S do in these assays?
ER stress death: 10.5

Results for COc1ccc(N(CC(=O)NCc2ccccc2)S(=O)(=O)c2ccc(C)cc2)cc1 ?
ER stress death: 4.7

What do the screens show for `Cc1nc2sc3c(c2c(=O)n1/N=C/c1cccnc1)CCCC3`?
ER stress death: -1.1

How did Cc1[nH]c2ccccc2c1/C=N/NC(=O)c1cccc([N+](=O)[O-])c1 do in these assays?
ER stress death: -9.7

How did CCOC(=O)N1CCN(C(=O)C(C)N2C(=O)c3ccccc3C2=O)CC1 (stereo unspecified) do in these assays?
ER stress death: 3.2

What do the screens show for `Nc1ccc(S(=O)(=O)N2CCCCCC2)cc1`?
ER stress death: 4.8

How did Cc1cccc(OCC(=O)NCCc2ccccc2)c1 do in these assays?
ER stress death: 3.7

What do the screens show for `O=C(C(=O)c1ccc(I)cc1)c1ccc(I)cc1`?
ER stress death: -1.2

What do the screens show for `O=C1NC(=O)N(c2ccc(Br)cc2)C(=O)/C1=C/c1ccc(F)cc1`?
ER stress death: 1.5

What do the screens show for `O=C(COc1ccccc1[N+](=O)[O-])Nc1ccc2oc(-c3cccc4ccccc34)nc2c1`?
ER stress death: 3.6

Results for COc1ccc(C(=O)N/C(=C/c2ccc(-c3cc(Cl)ccc3Cl)o2)C(=O)NCCCO)cc1 ?
ER stress death: -2.5

How did Cc1ccc(-c2nnc(NC(=O)Nc3cccc(Cl)c3)s2)cc1C do in these assays?
ER stress death: 3.2

How did O=C(c1ccc(-c2ccccc2)cc1)N1CCNCC1 do in these assays?
ER stress death: -6.4

Results for COc1ccc(C(=O)N2CCN(Cc3ccccc3)CC2)c(OC)c1 ?
ER stress death: -1.6

How did Nc1nnc(Cc2ccc(Cl)cc2Cl)s1 do in these assays?
ER stress death: 5.6

High-throughput results deposited in PubChem BioAssay by Sanford-Burnham Center for Chemical Genomics.
